High-throughput results from PubChem BioAssay.
Jurkat NFkB inh – inhibitors of the PMA/ionomycin-induced NF-kB reporter in Jurkat cells | PMA/ionomycin-induced NF-kB luciferase reporter, luminescence | inhibition, % at 4 µM | hit rate 0.53% among 330,000; in the data active means inhibition above about 50%
CHOP UPR activ – activators of apoptotic arm of unfolded protein response (CHOP); CHO-CHOP luciferase reporter, UPR activation, luminescence; percent of tunicamycin response over DMSO baseline; activation, % at 10 µM; hit rate 0.34% among 330,000; AID 449763;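 active means at 10 µM dose, activation of 40% or more, normalized to positive control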;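 further: 100% = tunicamycin at 10 µg/mL and 0% = DMSO alone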
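assay system = CHO CHOP reporter cells | amount = 500 CHO-CHOP cells per well | buffer or medium = F12 with 10% FBS | incubation = 16-18 h cell attachment, then 6 h compound exposure, 37 °C | detection = luminescence read with Steady-Glo | read-out = percent activation relative to tunicamycin control | controls = tunicamycin high control, DMSO low control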
TIM10 inh – TIM10 yeast growth inhibition; hit rate 1.4% among 330,000; inhibition, % at 10 µM; S. cerevisiae TIM10 strain growth, BacTiter-Glo luminescence, 24 h;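 active means inhibition of 40% or more at the single tested concentration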;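 further: wild-type TIM10 isogenic control strain grown at permissive 25 °C; 0% = DMSO yeast wells and 100% = minimal medium wells without yeast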
697 NFkB inh – inhibitors of the PMA/ionomycin-induced NF-kB reporter in 697 B cells. hit rate 0.33% among 330,000. 697 B-cell NF-kB luciferase reporter, 16 h. AID 435022. inhibition, % at 4 µM; in the data active means inhibition above about 35%
tim10-1 inh – inhibits growth of tim10-1 mutant yeast; S. cerevisiae tim10-1 ts strain growth, BacTiter-Glo, 24 h; inhibition, % at 20 µM; hit rate 2.2% among 330,000; AID 463190;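 active means inhibition of at least 40%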;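 further: mutant grown at 25 °C; 0% = DMSO wells with yeast and 100% = wells holding no yeast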
UPR XBP1 act – activators of adaptive arm of unfolded protein response (XBP1); activation, % at 20 µM; CHO-XBP1 luciferase reporter, IRE1-XBP1 UPR activation, luminescence; percent of tunicamycin response, DMSO as zero; hit rate 0.33% among 330,000;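 active means versus positive control, 20 µM dose yields 30% or more activation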;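 further: 100% = tunicamycin at 10 µg/mL and 0% = DMSO only wells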
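Test system: CHO-XBP1 luciferase reporter cells | Buffer or medium: Serum-containing F12 medium, 10% FBS | Schedule: 6 h compound exposure at 37 °C, 5% CO2 | Detection: Steady-Glo luciferase glow luminescence, 10 min after reagent addition | Read-out basis: Activation, % of tunicamycin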
tim23-1 inh – inhibits growth of tim23-1 mutant yeast; S. cerevisiae tim23-1 growth, BacTiter-Glo luminescence, 24 h; inhibition, % at 20 µM; hit rate 1.3% among 330,000; AID 463212;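 active means growth inhibition of the mutant yeast at or above 50%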;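 further: temperature-sensitive mutant grown at 25 °C; plate controls were DMSO-treated mutant yeast for no effect and medium wells lacking yeast for full effect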
Mdm2-MdmX inh – inhibitors of human Mdm2/MdmX interaction; O15151+Q00987; SaOS-2 split-luciferase Mdm2/MdmX complementation, luminescence; inhibition, % at 8 µM; hit rate 3% among 330,000;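 active means inhibition of at least 50% at 8 µM in the primary screen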
Target sequence (O15151 whole entry, looked up): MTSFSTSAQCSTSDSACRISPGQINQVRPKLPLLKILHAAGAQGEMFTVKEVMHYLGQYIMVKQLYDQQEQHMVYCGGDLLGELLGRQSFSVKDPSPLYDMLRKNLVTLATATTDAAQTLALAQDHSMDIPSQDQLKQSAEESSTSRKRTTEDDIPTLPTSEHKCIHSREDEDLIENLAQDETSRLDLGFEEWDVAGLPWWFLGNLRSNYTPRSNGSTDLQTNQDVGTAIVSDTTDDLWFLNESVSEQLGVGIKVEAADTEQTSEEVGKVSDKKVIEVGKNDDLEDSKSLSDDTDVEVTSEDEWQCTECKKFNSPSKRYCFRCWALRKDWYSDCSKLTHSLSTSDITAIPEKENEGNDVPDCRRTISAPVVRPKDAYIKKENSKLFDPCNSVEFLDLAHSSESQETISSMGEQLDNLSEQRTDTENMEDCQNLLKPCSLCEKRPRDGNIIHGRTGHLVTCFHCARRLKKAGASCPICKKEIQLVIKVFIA
Target sequence (Q00987 whole entry, looked up): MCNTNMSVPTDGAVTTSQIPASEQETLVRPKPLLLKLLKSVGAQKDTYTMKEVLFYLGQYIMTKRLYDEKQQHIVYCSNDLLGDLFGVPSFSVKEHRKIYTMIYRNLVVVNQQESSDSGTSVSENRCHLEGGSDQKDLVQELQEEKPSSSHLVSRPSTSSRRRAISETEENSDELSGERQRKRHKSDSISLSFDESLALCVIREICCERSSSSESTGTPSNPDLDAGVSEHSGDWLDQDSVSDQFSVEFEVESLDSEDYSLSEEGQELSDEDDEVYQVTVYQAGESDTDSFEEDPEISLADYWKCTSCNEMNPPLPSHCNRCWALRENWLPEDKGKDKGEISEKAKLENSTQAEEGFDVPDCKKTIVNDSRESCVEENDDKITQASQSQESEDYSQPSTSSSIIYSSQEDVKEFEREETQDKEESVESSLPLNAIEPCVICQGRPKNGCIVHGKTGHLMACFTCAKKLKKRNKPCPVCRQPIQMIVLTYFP
* = called active by the depositor; . = not tested or not shown.

SMILES	Jurkat NFkB inh	CHOP UPR activ	TIM10 inh	697 NFkB inh	tim10-1 inh	UPR XBP1 act	tim23-1 inh	Mdm2-MdmX inh
COc1cccc(OC)c1C(=O)NNS(=O)(=O)c1ccc2ccccc2c1	-2	-1.3	-2	12	-8	-2	-6	-1
CCOc1ccc(-c2c(C(=O)N/N=C/C3CC=CCC3)nnn2-c2nonc2N)cc1 (stereo unspecified)	-29	-1.9	-3	-46	10	-7	28	-11
CCOc1ccccc1CNC(=O)c1c([N+](=O)[O-])c(C)nn1C	-3	1.1	14	-10	2	-2	6	-21
Cc1cccnc1NC(=O)c1ccc(COc2ccccc2)o1	-5	0.0	7	2	14	-1	-3	-10
COc1cc2c(cc1NC(=O)c1cncc(Br)c1)oc1ccccc12	-34	3.2	21	-3	1	-2	5	25
O=C(/C=C/C(=O)NCc1cccs1)NCc1cccs1	28	1.4	4	-1	-1	5	9	62*
COc1ccc(OCC(=O)Nc2ccc(NC(=O)c3cccs3)cc2)cc1	-8	1.7	0	2	-24	-2	-10	2
O=c1oc2cc(OCc3c(F)c(F)c(F)c(F)c3F)ccc2cc1-c1ccccn1	-1	2.5	-24	-19	7	5	6	-9
COCc1cc(C)nc2sc(C(=O)N3CCCCC3)c(N)c12	-3	0.3	-3	-6	21	1	5	17
CN(C)c1ccc(-c2c(-c3ccc4c(c3)OCO4)noc2-c2ccsc2)cn1	-6	5.2	19	-17	36	2	28	-4
Cc1c(NC(=O)C(C)OC(=O)/C=C/c2ccco2)c(=O)n(-c2ccccc2)n1C (stereo unspecified)	1	-1.1	-22	14	15	-1	1	-6
O=C(Nc1ccc(F)cc1)Nc1ccc(N2CCOCC2)c2nonc12	-77	0.1	-28	-53	3	8	-6	-26
Cc1ccc(S(=O)(=O)N2CCC(C(=O)NC3CC(C)(C)NC(C)(C)C3)CC2)cc1	-20	-0.5	4	-8	-8	-1	-11	8
c1ccc(CCSc2nccn2-c2ccccc2)cc1	-94	1.1	19	-141	13	5	8	-92
CC(C)C(C)(C#N)NC(=O)CSc1nnc(-c2ccccc2)o1 (stereo unspecified)	2	-1.4	6	8	-2	2	6	-2
CCOc1c(Br)cc(/C=C2/SC(=O)N(CC(=O)N3CCCC3)C2=O)cc1OC	-5	-0.2	2	1	-9	-1	6	-11
Cc1cccc(OCCCC(=O)Nc2ccc(N3CCOCC3)cc2)c1	-1	-2.3	-10	11	-7	-2	-8	10
COC(=O)c1ccc(Nc2nc(C)nc3c2nnn3Cc2ccccc2)cc1	10	-0.6	-5	12	2	0	17	24
O=C(NCc1ccccc1Br)c1ccncc1	4	0.6	-2	-7	-7	-2	7	1
COc1ccccc1NC(=O)CSc1nncs1	-11	2.3	1	-10	5	0	4	21
CNC(=O)c1sccc1-n1cccc1	-17	-1.7	-2	6	-11	0	10	-23
Cc1c(NC(=O)C(C)OC(=O)c2ccc(Br)o2)c(=O)n(-c2ccccc2)n1C (stereo unspecified)	-8	-1.5	-14	1	0	-1	1	12
CC(=O)Nc1ccccc1NC(=O)c1ccccc1-c1ccccc1	-80	0.8	10	-77	23	-2	21	-40
Cc1cc(C(=O)CSc2nnc(-c3ccco3)o2)c(C)n1C	-7	0.1	3	17	-6	0	-5	3
O=C(Nc1ccc(-c2n[nH]c(=S)o2)cc1)c1ccccc1Cl	7	1.6	-2	-24	14	0	12	-4
CCc1ccccc1NC1=NCC(=O)N1Cc1ccc2c(c1)OCO2	-8	-1.3	-14	-13	33	0	-30	-5
Cc1cc(N=CC2=C(O)CC(C)(C)CC2=O)no1	-2	-0.1	-2	12	-1	7	15	-11
O=C(c1cc(=O)c2cc(Cl)ccc2o1)N1CCN(Cc2ccccc2)CC1	-9	5.2	9	-10	6	-4	29	6
CCC(C)n1c(SCC(=O)NCc2ccco2)nnc1-c1cccc(S(=O)(=O)N2CCOCC2)c1 (stereo unspecified)	3	-1.7	-3	7	-11	-1	3	13
c1ccc2c(N3CCCC3)nc(-c3ccncc3)nc2c1	-20	-2.0	32	-34	-30	7	9	9
Cc1cc(C)n2nc(SCC(=O)N3CC(C)CC(C)C3)nc2n1 (stereo unspecified)	7	0.1	8	-1	2	-1	-7	-23
O=S(=O)(NCc1ccccc1)c1ccc(-n2cccn2)cc1	-5	-1.2	-4	12	19	-3	13	12
CC(C)N(CCCNC(=O)CC1Oc2ccccc2NC1=O)Cc1ccccc1 (stereo unspecified)	-1	-2.0	4	-3	13	-3	-1	10
CCOC(=O)N1CCN(C(=O)COc2ccc(Br)cc2Cl)CC1	-1	0.3	-1	7	23	-4	24	19
Cc1c(OCC(=O)NCCCn2ccnc2)ccc2c3c(c(=O)oc12)CCC3	-16	0.5	11	-25	-2	-1	11	-3
CCCOc1nc(SCCC)nc2c1cnn2-c1ccccc1	-14	-1.4	-27	-12	-4	-1	-2	5
O=C(NCc1cccc(Cl)c1)C1CCN(S(=O)(=O)c2ccc(F)cc2)CC1	-3	-1.9	13	8	7	-6	3	10
CCCNC(=O)COC(=O)c1ccccc1OCc1ccc(Cl)cc1	0	2.4	7	10	10	1	-7	-10
Cc1ccccc1NC(=O)Cn1c(=O)n(C)c2ccccc21	13	0.0	-15	14	13	-1	-15	16
CCN(CC(=O)Nc1ccc(NC(C)=O)cc1)C(=O)CSCc1c(C)noc1C	-2	1.4	-7	7	-15	-3	-10	1
COc1cccc(CN2CCNC(=O)C2CC(=O)NCC2CCOCC2)c1 (stereo unspecified)	4	-1.6	-1	1	-12	-9	3	14
CCN(CC)CCCNC(=O)C1c2ccccc2C(=O)N(CCOC)C1c1ccc(F)cc1 (stereo unspecified)	4	1.4	0	7	8	-1	11	-8
CCCCCCCCCn1c2c(c(=N)c3c1CCC3)CCC2	91*	57*	48*	94*	64*	23	67*	95*
CCOc1ccccc1NC(=O)C(NC(=O)C1CCC(C)CC1)C(C)C (stereo unspecified)	-2	-0.9	-1	-6	15	-1	10	27
COc1ccc(NC(=O)C(=O)c2cn(CC(=O)N3CCCC3)c3ccccc23)cc1	44	5.9	-11	-4	25	8	22	58*
COc1ccc(C(=O)Nc2ccc(NC(C)=O)cc2)cc1S(=O)(=O)N(C)Cc1ccccc1	13	3.0	12	14	2	0	10	-16
Cc1ccc(CONC(=O)c2ccc(OC(F)F)cc2)cc1	-10	1.7	18	-5	31	0	44	-7
COc1cccc(CNC(=S)NC2CC2)c1	-11	-0.4	5	-1	-7	-5	-1	6
c1ccc(N2CCN(c3nc(NCc4ccco4)c4ccccc4n3)CC2)cc1	3	-4.4	-2	-34	26	-2	25	27
CC(C)CN(C(=O)COC(=O)C1c2ccccc2Oc2ccccc21)C1CCS(=O)(=O)C1 (stereo unspecified)	2	-0.9	14	15	11	-2	7	19
NC(N)=N/N=C/c1ccc(Cl)cc1Cl	23	1.2	-45	-2	-30	3	-106	42
CCc1ccc(N2CC(C(=O)Nc3ccc(S(=O)(=O)Nc4nccs4)cc3)CC2=O)cc1 (stereo unspecified)	-2	1.7	-1	5	6	-3	21	8
CCOc1ncccc1C(=O)Nc1cc(S(=O)(=O)N2CCCCC2)ccc1C	-5	-1.2	8	2	-8	-1	-5	-7
Cc1cc2c(cc(C(=O)N3CCC(C(=O)N4CCCC4)CC3)n2Cc2c(F)cccc2Cl)o1	6	0.3	-9	-6	3	-7	13	16
Cc1ccc(NC(=O)NC(=O)N(C(C)C)S(=O)(=O)c2ccc(C)cc2)cc1	-6	1.6	7	12	0	1	8	-5
COc1ccc(CN(CC(O)COCc2ccccc2)S(=O)(=O)c2ccccc2Br)cc1OC (stereo unspecified)	.	3.5	4	5	25	2	50*	29
CCn1c(=O)n(CC)c2cc([N+](=O)[O-])ccc21	-7	-1.9	-1	-42	0	-2	14	-15
NS(=O)(=O)c1ccc(CNC(=O)/C=C/c2ccco2)cc1	7	-2.4	10	8	-3	-1	7	5
Cc1cc(Nc2ccc3c(c2)OCCO3)c2cc(Cl)ccc2n1	4	-5.8	11	-31	25	-6	17	9
O=C(NCC(=O)N(CC1CCCO1)C(C(=O)NC1CCCCC1)c1ccccc1)c1ccco1 (stereo unspecified)	-1	-0.5	1	-10	18	0	15	11

Two records picked at random from those above:
SMILES	Jurkat NFkB inh	CHOP UPR activ	TIM10 inh	697 NFkB inh	tim10-1 inh	UPR XBP1 act	tim23-1 inh	Mdm2-MdmX inh
CCCOc1nc(SCCC)nc2c1cnn2-c1ccccc1	-14	-1.4	-27	-12	-4	-1	-2	5
c1ccc(CCSc2nccn2-c2ccccc2)cc1	-94	1.1	19	-141	13	5	8	-92

Later entries:
SMILES	Jurkat NFkB inh	CHOP UPR activ	TIM10 inh	697 NFkB inh	tim10-1 inh	UPR XBP1 act	tim23-1 inh	Mdm2-MdmX inh
CCC(=O)Nc1ccc(NC(=O)C23CC4CC(CC(C4)C2)C3)cn1	8	5.0	25	-2	33	2	28	6
CC(C)n1c(N)c(C#N)c2ccc([N+](=O)[O-])cc2c1=O	-1	-1.8	-16	16	8	0	2	25
COC(=O)CSc1nnc(-c2ccc(NS(=O)(=O)c3ccccc3)cc2)o1	8	-1.9	7	1	38	-3	11	16
COc1ccccc1C(=O)Nc1ccc2c(c1)nc(CCNC(=O)c1ccco1)n2C	49	3.1	1	-39	-9	9	-4	67*
C=CCC1C=CCC(CC=C)N1C(=O)c1ccccc1[N+](=O)[O-] (stereo unspecified)	2	-0.5	14	14	25	0	31	-1
COc1ccccc1-n1ccnc1SCC(=O)NCc1ccco1	-1	0.8	-19	17	12	0	4	-10
CC1CC(C)CN(C(=O)c2cc3ccccc3o2)C1 (stereo unspecified)	-34	0.6	-5	-25	21	3	24	1
O=C(CNC(=O)C1CCCCC1)Nc1ccccc1	-2	-1.4	-12	12	-9	3	2	-10
O=C(c1ccco1)C(O)c1ccco1 (stereo unspecified)	-1	0.0	15	14	-1	-7	1	11
CCCN(CCC)Cc1c(C(=O)N/N=C/c2c[nH]c3ccccc23)nnn1-c1nonc1N	20	2.1	24	13	-4	-2	6	-14
COc1ccc(CNC(=O)CN(Cc2ccc(Cl)cc2)S(=O)(=O)c2ccccc2)cc1	17	-0.4	-57	17	-19	0	-1	25
CN(C)S(=O)(=O)c1ccc(NC(=O)CSc2nnc(-c3ccco3)o2)cc1	-12	1.6	10	-6	8	-2	11	0

By substructure: the entries above with bromine
SMILES	Jurkat NFkB inh	CHOP UPR activ	TIM10 inh	697 NFkB inh	tim10-1 inh	UPR XBP1 act	tim23-1 inh	Mdm2-MdmX inh
COc1cc2c(cc1NC(=O)c1cncc(Br)c1)oc1ccccc12	-34	3.2	21	-3	1	-2	5	25
CCOc1c(Br)cc(/C=C2/SC(=O)N(CC(=O)N3CCCC3)C2=O)cc1OC	-5	-0.2	2	1	-9	-1	6	-11
O=C(NCc1ccccc1Br)c1ccncc1	4	0.6	-2	-7	-7	-2	7	1
Cc1c(NC(=O)C(C)OC(=O)c2ccc(Br)o2)c(=O)n(-c2ccccc2)n1C (stereo unspecified)	-8	-1.5	-14	1	0	-1	1	12
CCOC(=O)N1CCN(C(=O)COc2ccc(Br)cc2Cl)CC1	-1	0.3	-1	7	23	-4	24	19
COc1ccc(CN(CC(O)COCc2ccccc2)S(=O)(=O)c2ccccc2Br)cc1OC (stereo unspecified)	.	3.5	4	5	25	2	50*	29

(next part)
SMILES	Jurkat NFkB inh	CHOP UPR activ	TIM10 inh	697 NFkB inh	tim10-1 inh	UPR XBP1 act	tim23-1 inh	Mdm2-MdmX inh
COc1ccc(S(=O)(=O)NCC(=O)Nc2cccc(C)c2C)cc1OC	5	2.2	8	-5	-3	-7	5	20
COC(=O)C1(Cc2cc(-c3ccc([N+](=O)[O-])cc3)no2)CCN(C(=O)OC(C)(C)C)CC1	37	-0.6	14	26	26	-1	38	15
Cc1cc(C(F)(F)F)nn1Cc1n[nH]c(=S)n1-c1cccc(Cl)c1	9	1.2	6	8	18	-1	19	1
Cc1nn(-c2ccccc2)c2c1C(c1ccc(O)c(O)c1)N1C(=N2)C(Nc2ccccc2)=Nc2ccccc21 (stereo unspecified)	12	0.4	32	0	36	0	35	83*
